LAP4-GFP MLPCN = modulators of TOR pathway LAP4-GFP in S. cerevisiae | S. cerevisiae LAP4-GFP multiplex, flow cytometry GFP, 3 h; median GFP as percent of DMSO wells | GFP response vs DMSO, % at 10 µM | 0.34% of 320,000 active | AID 2023;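 active = GFP response vs DMSO above a set limit, about the screen mean plus 3 SD, cut at about 150% in these data; inconclusive = under 70 cell events counted for the yeast strain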
EBNA-1 inhibitor = blocks EBNA-1 binding to DNA. inhibition, % at 14.8 µM. EBNA-1 DNA binding, fluorescence polarization. AID 1950. 0.34% of 300,000 active; in the data active = inhibition above about 28%
procasp7 counter = activates human procaspase-7, counter-screen for procaspase-3 activators; P55210; recombinant procaspase-7, Ac-DEVD-pNA absorbance 405 nm; D23A/D198A/D206A triple mutant, cannot self-cleave; scale: DMSO 0, 5 µM enzyme 100; activation, % at 8.5 µM; 0.093% of 330,000 active;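 active = percent activation above the screen-wide mean plus 3 SD, cut at about 25% in these data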
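signal = Epi-absorbance of released pNA at 405 nm, two timepoints | assay system = Uncleavable procaspase-7 mutant enzyme | reagent = Ac-DEVD-pNA substrate, 400 µM as added | times = 1 h enzyme–compound preincubation and 2 h substrate reaction, both 25 °C | benchmarks = low DMSO alone, high DMSO plus 5 µM PC-7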
AHR act = activates the human aryl hydrocarbon receptor; P35869; AHR-responsive luciferase reporter cells, luminescence; activation, % at 5 µM; 2.5% of 320,000 active; AID 2796; in the data active = activation above about 47%;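 note: 0% = vehicle wells and 100% = reference agonist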
RPL19A-GFP yeast = yeast TOR pathway RPL19A-GFP modulation | percent response vs DMSO, % at 10 µM | S. cerevisiae RPL19A-GFP strain, flow cytometry, 3 h; stronger effect = lower value | 0.3% of 330,000 active;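 active = percent response vs DMSO below 50%; inconclusive = fewer than 70 events counted for the yeast strain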;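 note: median channel GFP fluorescence of the barcoded RPL19A-GFP strain; ratio of sample median GFP to plate DMSO average so 100% = DMSO; lower means less RPL19A-GFP as with rapamycin TOR inhibition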
ZTA DNA inh = blocks Epstein-Barr virus ZTA, an EBNA-1 counter-screen; P03206; ZTA-DNA binding, fluorescence polarization; inhibition, % at 11 µM; 0.15% of 320,000 active; in the data active = inhibition above about 33%
procasp3 activ = activates human procaspase-3; P42574; recombinant procaspase-3 D3A, Ac-DEVD-pNA absorbance 405 nm; activation, % at 8.5 µM; 0.11% of 330,000 active;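 active = activation above the mean of all tested compounds plus 3 SD, cut at about 21% in these data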;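 note: 0% = DMSO alone and 100% = DMSO wells spiked with extra 5 µM PC-3 D3A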
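System: Procaspase-3 D3A mutant. Medium: Zinc-free 300 mM NaCl, 50 mM HEPES, 0.01% Triton X-100. Schedule: 1 h preincubation plus 2 h reaction at 25 °C. Measured by: 405 nm absorbance of p-nitroaniline, reads at 0 and 120 min. Read-out: percent activation relative to control range.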
MEP2-GFP yeast = modulators of TOR pathway MEP2-GFP in S. cerevisiae; GFP response vs DMSO, % at 10 µM; AID 2016; 0.51% of 330,000 active; S. cerevisiae MEP2-GFP strain, flow cytometry GFP, 3 h; 100% = DMSO control level;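 active = GFP response versus DMSO above a set limit, roughly screen mean plus 3 SD, cut at about 180% in these data; inconclusive = fewer than 70 cells counted for a yeast strain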;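 note: median GFP fluorescence of the barcode-gated MEP2-GFP cells per well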
An asterisk follows results filed as active; ? = inconclusive; nt = no result given; [ ] = remark or other dose. Rows were taken by chance. About 3.8% of those tested had a hit in this group.

SMILES	LAP4-GFP MLPCN	EBNA-1 inhibitor	procasp7 counter	AHR act	RPL19A-GFP yeast	ZTA DNA inh	procasp3 activ	MEP2-GFP yeast
CC(=O)c1c[nH]c(C(=O)NC2CCCCCC2)c1	101	-3	0	-4	102	7	6	104
COc1cccc(C2CC(c3ccccc3OC)n3nc(N)nc3N2)c1 (stereo unspecified)	89	-2	3	-1	100	-12	4	104
O=C(Nc1ccc(Cl)cn1)c1cccc(OCc2ccccc2)c1	127	-5	-4	23	100	-16	6	103
COc1cc(OC)cc(-c2nc3nc(C)c(CCC(=O)NCC(OC)OC)c(C)n3n2)c1	92	-6	14	0	104	-5	-2	102
COCCN(C(=O)COC(=O)c1ccc(C=O)cc1)c1c(N)n(Cc2ccccc2)c(=O)[nH]c1=O	77	5	13	-2	104	6	-9	104
COc1ccc(CCNC(=O)CNC(=O)c2ccco2)cc1	89	5	6	0	92	4	7	90
CC1CC(=NNC(=O)C2COc3ccccc3O2)CC(C)(C)C1 (stereo unspecified)	107	nt	-6	1	102	nt	4	107
Cc1ccc2c(c1)CCCN2C(=O)c1ccncc1	95	-5	0	9	92	-14	-2	92
CCC(=O)Nc1ccc(-c2nnc(-c3ccccc3)o2)cc1	100	-4	7	-1	101	5	-1	103
CCC(C)NC(=O)C1CCN(S(=O)(=O)N2CCCC2)CC1 (stereo unspecified)	96	3	-4	0	93	-5	-2	98
Cc1ccc(-n2c(N)cc(=O)nc2SCC(=O)N2CCN(c3ccccc3)CC2)cc1C	110	10	-7	-1	103	-11	8	109
N#CC1(NC(=O)COC(=O)C2=COCCO2)CCCCC1	102	nt	3	0	96	-25	6	96
O=C(CN1C(=O)NC2(CCc3ccccc32)C1=O)c1ccc2c(c1)OCCO2 (stereo unspecified)	98	11	-6	7	98	-12	-4	101
COc1ccc(CCNC(=O)CSc2ccc3nnc(CCNC(=O)c4ccccc4)n3n2)cc1OC	91	4	4	-12	103	5	-6	103
Cn1ncc2c(Nc3cccc(Cl)c3)nc(Nc3cccc(Cl)c3)nc21	132	5	-3	29	94	26	-4	113

A second format for part of the listing above.
> COCCN(C(=O)COC(=O)c1ccc(C=O)cc1)c1c(N)n(Cc2ccccc2)c(=O)[nH]c1=O
  LAP4-GFP MLPCN: 77
  EBNA-1 inhibitor: 5
  procasp7 counter: 13
  AHR act: -2
  RPL19A-GFP yeast: 104
  ZTA DNA inh: 6
  procasp3 activ: -9
  MEP2-GFP yeast: 104

> COc1ccc(CCNC(=O)CNC(=O)c2ccco2)cc1
  LAP4-GFP MLPCN: 89
  EBNA-1 inhibitor: 5
  procasp7 counter: 6
  AHR act: 0
  RPL19A-GFP yeast: 92
  ZTA DNA inh: 4
  procasp3 activ: 7
  MEP2-GFP yeast: 90

> CC1CC(=NNC(=O)C2COc3ccccc3O2)CC(C)(C)C1 (stereo unspecified)
  LAP4-GFP MLPCN: 107
  EBNA-1 inhibitor: nt
  procasp7 counter: -6
  AHR act: 1
  RPL19A-GFP yeast: 102
  ZTA DNA inh: nt
  procasp3 activ: 4
  MEP2-GFP yeast: 107

> Cc1ccc2c(c1)CCCN2C(=O)c1ccncc1
  LAP4-GFP MLPCN: 95
  EBNA-1 inhibitor: -5
  procasp7 counter: 0
  AHR act: 9
  RPL19A-GFP yeast: 92
  ZTA DNA inh: -14
  procasp3 activ: -2
  MEP2-GFP yeast: 92

Continuation:
SMILES	LAP4-GFP MLPCN	EBNA-1 inhibitor	procasp7 counter	AHR act	RPL19A-GFP yeast	ZTA DNA inh	procasp3 activ	MEP2-GFP yeast
Cc1ccc(C(=O)NCC(=O)N2CCCC(C(F)(F)F)C2)s1 (stereo unspecified)	109	-2	5	-2	101	-3	2	105
Cc1cc(C)nc(NS(=O)(=O)c2ccc(NC(=O)CCCN3C(=O)c4ccccc4C3=O)cc2)n1	101	-7	-9	-1	97	-7	-4	103
CN(C(=O)CSc1cccc[n+]1[O-])c1ccccc1	100	nt	0	1	94	nt	-2	92
O=S(=O)(NC1c2cccc3cccc(c23)C1Sc1ncccn1)c1ccc(Cl)cc1 (stereo unspecified)	108	1	9	3	104	-26	0	99
C[n+]1ccn(CC(=O)c2cccs2)c1	86	10	5	-1	97	8	0	102
CCNC(=S)N/N=C/c1ccccc1[N+](=O)[O-]	101	3	6	5	98	9	-3	93
OCCNc1nc(OCC(F)(F)F)nc(N2CCN(C34CC5CC(CC(C5)C3)C4)CC2)n1	91	7	8	5	96	-13	2	108
COc1cc(NC(=O)Cn2ccsc2=N)c(C)cc1[N+](=O)[O-]	122	-3	9	0	95	-3	13	103
Cc1ccc(-n2c(=S)[nH]c3c(oc4ccccc43)c2=O)cc1C	88	9	16	14	103	9	-4	103
CCS(=O)CCSC(=N)N (stereo unspecified)	108	-3	2	0	103	-1	8	113
CCOC(=O)c1c(NC(=O)COC(=O)c2ncc(Cl)c(Cl)c2Cl)sc(C(=O)N(C)C)c1C	95	-4	-5	10	102	-5	-2	92
CCN(CC(=O)NC1CCCC1)S(=O)(=O)c1ccc(F)cc1	101	-11	-3	1	103	-14	-5	104
CN(C)c1ccc(NC(=O)Nc2ccc3c(c2)nnn3C)cc1	88	-4	-21	9	105	-3	-6	99
Nc1nnc(Cc2ccc(F)cc2)s1	112	10	-6	1	94	-10	-2	95
O=C(CN1c2ccccc2Sc2ccccc21)N/N=C/c1ccc([N+](=O)[O-])cc1	97	-4	1	1	91	-4	1	88
O=C(NCCCO)/C(=C/c1ccc(-c2cccc([N+](=O)[O-])c2)o1)NC(=O)c1ccccc1	110	-5	4	1	108	-9	0	107
CC(=O)Nc1cccc(OCC(=O)NCCC2=CCCCC2)c1	76	-7	6	9	84	-2	8	?
CC(C(=O)O)c1ccc2c(c1)[nH]c1ccc(Cl)cc12 (stereo unspecified)	130	-6	2	2	96	-6	2	99
CCCOc1cccc(C(=O)NCCNC(=O)c2cnccn2)c1	92	-9	5	8	102	3	-5	109
Cc1onc(-c2ccccc2)c1C(=O)NC(C)c1ccccc1 (stereo unspecified)	113	9	9	-1	103	10	7	101
COc1ccc(-c2noc(CNC(=O)CCCN3C(=O)[C@H]4CC=CC[C@H]4C3=O)n2)cc1	102	-2	3	1	101	-12	7	109
Clc1cnc(N/N=C/c2cccs2)c(Cl)c1	158*	-1	5	11	99	10	-4	98
O=c1c2ccccc2nc2n1C1(CCCCC1)Cc1ccccc1-2	104	0	6	0	104	11	8	109
CC1=C(C)C(=O)N(C(C)CCc2ccccc2)C1=O (stereo unspecified)	103	9	-6	0	100	-10	4	102
Cc1cc(=O)oc2cc(OCC(=O)NCc3ccco3)ccc12	97	-13	2	-8	102	-1	2	106
CC(=O)Nc1ccc(NC(=O)CC(NC(=O)c2ccccc2)c2ccccc2)cc1 (stereo unspecified)	92	2	2	2	104	-7	12	104
COc1cc(/C=C(/NC(=O)c2ccccc2)C(=O)Nc2ccccc2)c([N+](=O)[O-])cc1OC	97	-6	-9	11	103	-5	-4	104
O=C(CCCCCNC(=O)c1ccccc1)N/N=C/c1ccccc1	88	3	4	18	98	1	-4	98
O=C(/C=N/NC(=O)c1ccc(Cl)cc1Cl)c1ccccc1	110	-6	-7	1	95	6	4	99
C/C(=N\OCC(=O)N/N=C/c1ccc(C)cc1O)c1cccs1	101	1	-17	6	100	1	-10	101
Cc1cc(C)n(-c2ccc(N3CCOCC3)nn2)n1	107	7	-5	5	100	13	1	101
[O-][n+]1cccc2c(Br)cc(Br)c(O)c21	163*	-2	-4	19	101	15	2	100
CN(CC(=O)Nc1ccccc1C(F)(F)F)C(=O)c1ccc2c(=O)n3c(nc2c1)CCC3	89	nt	-3	1	92	5	7	95
CCc1ccc(CC2(O)CC(C)N(C)CC2C)cc1 (stereo unspecified)	104	0	3	0	103	-15	-4	102
CCOc1cc(C(=O)N(C)c2ccccc2)cc(OCC)c1OCC	105	7	7	5	108	-1	1	117
O=C(CN1CCN(Cc2ccccc2)CC1)c1c[nH]c2ccccc12	102	5	-14	20	99	11	-6	103
CCc1nn2c(=O)cc(CSCC(=O)Nc3ccccc3Cl)nc2s1	90	-3	0	-3	103	2	2	105
Cc1ccc(CNC(=O)CCCCn2c(=O)[nH]c3ccsc3c2=O)cc1	107	13	3	1	103	-1	7	108
CCOc1cccc(N2C(=O)CC(N(CCc3ccc(OC)c(OC)c3)C(=O)CC)C2=O)c1 (stereo unspecified)	86	-3	1	0	87	8	0	90
COc1ccc(/C=C/C(=O)OCc2nc3ccccc3c(=O)[nH]2)c(OC)c1	118	4	11	7	103	4	4	105
COc1ccccc1C1CN(c2ccccc2)N=C1c1cccs1 (stereo unspecified)	84[may fluoresce violet]	3	-36	5	91[may fluoresce violet]	7	-33	160[may fluoresce violet]
CCOc1ccc(NC(=O)c2cc(SC)ccc2Cl)cc1	98	7	5	-5	102	0	4	103
Nc1ncnc(Nc2cccc(C(F)(F)F)c2)n1	96	11	4	6	99	-10	12	103
CS(=O)(=O)c1ccc(C(=O)CN2C(=O)NC3(CCCc4ccccc43)C2=O)cc1 (stereo unspecified)	99	nt	4	1	100	11	2	93
CCOC(=O)N1CCC(NC(=O)c2ccc3c(c2)sc2nc(-c4ccc(OC)cc4)cn23)CC1	94	-1	1	-1	94	12	-2	100
Cc1cccc(C)c1NC(=O)CN(C)C(=O)c1cccc(S(=O)(=O)N2CCN(C)CC2)c1	103	-9	-10	2	96	-11	8	99
CCCCC(Sc1nc(N)c(NC(=O)c2ccco2)c(=O)[nH]1)C(=O)O (stereo unspecified)	101	8	-2	-4	94	1	-3	94
COc1ccc(C(C)NC(=S)NC2CCCC2)cc1OC (stereo unspecified)	101	0	1	0	97	0	3	103
CN1CCN(S(=O)(=O)c2ccc(CNC(=O)c3ccccc3)s2)CC1	97	1	-4	0	103	-7	-7	103
COc1ccc(-c2nc(NC(=O)c3cc(C(C)(C)C)nn3C)sc2C)cc1	91	8	11	14	102	8	2	102
CCCCn1c(N)c(N(CC(C)C)C(=O)c2cnc(C)cn2)c(=O)[nH]c1=O	103	-1	1	-2	101	-6	-6	105
CCN1C(=O)c2ccc(C(=O)Nc3ccc(O)cc3C)cc2C1=O	87	-6	8	0	99	2	-2	101
CCCCSCc1ccc(C(=O)O)o1	99	4	5	-3	101	-12	11	98
Cc1cc(C)c(NC(=O)Cn2c([N+](=O)[O-])cnc2C)c(C)c1	108	-6	-6	0	100	-3	3	103
CC1CC(=O)Nc2ccccc2N1C(=O)CSc1ncnc2sccc12 (stereo unspecified)	108	nt	-2	8	101	-5	3	103
O=S(=O)(c1ccc(F)cc1)N1CCCNCC1	102	-5	7	1	101	-3	7	102
COc1ccc(C(C)=O)c(Oc2ccc(S(=O)(=O)N3CCOCC3)cn2)c1	97	nt	-4	3	94	-8	5	96
CC1CCCN(C(=O)c2ccc3c(c2)OCCO3)C1 (stereo unspecified)	103	nt	7	3	100	6	10	104
CC(C)c1ccc(N(CC(=O)NCCSC(C)(C)C)S(C)(=O)=O)cc1	92	5	2	0	99	13	-10	100
CC(=O)C1CCCN(C(=O)c2ccc3oc(CCc4ccccc4)nc3c2)C1 (stereo unspecified)	87	-5	-6	3	95	-12	7	88
CC(C)N(C(=O)Cn1cc(S(=O)(=O)CC(=O)NC2CCCCC2)c2ccccc21)C(C)C	105	1	-2	0	100	17	-5	106
CCOC(=O)C1CCCN(C(=O)CSc2nnnn2C)C1 (stereo unspecified)	105	nt	6	-1	99	nt	-4	109
CN(Cc1nc(-c2ccc(Cl)cc2)no1)C(=O)c1ccc2c(c1)OCO2	97	-7	-4	0	86	9	3	86

Screening data as filed in PubChem.
